RXFP1 ag: activates the human relaxin receptor RXFP1; Q9HBX9; HEK293T-RXFP1 cAMP TR-FRET, 30 min; response scale: percent of porcine relaxin response, buffer zero; Potency, µM (highest dose often 57.5 µM), without a hit: at the top dose activation, hits mostly activators; actives 0.3% (n = 370,000); AID 2676; also: % is scaled to controls: 0 for no effect and ±100 for the full control effect; nearly all actives have a fitted effect of over 60% in size; many of its hits are not listed in these tables
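HEK293 cells stably expressing RXFP1, treated 30 min at 37C with compounds plus PDE4 inhibitor Ro 20174; cAMP measured by HTRF TR-FRET. Normalized to buffer and 29 nM porcine relaxin; EC50 by Hill fit.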
IDH1 R132H inh: human IDH1 R132H inhibition | actives 0.093% (n = 390,000) | IDH1-R132H enzyme, NADPH consumption, diaphorase/resazurin fluorescence | Potency, µM (series often up to 76.6 µM), inactives show top-dose activity change, negative = inhibition, actives largely listed as inhibitors | O75874 | AID 602179; also: % is scaled to controls: 0 for no effect and ±100 for the full control effect; nearly all actives have a fitted effect of over 65% in size
Target sequence (O75874 whole entry R132H, stated change not applied): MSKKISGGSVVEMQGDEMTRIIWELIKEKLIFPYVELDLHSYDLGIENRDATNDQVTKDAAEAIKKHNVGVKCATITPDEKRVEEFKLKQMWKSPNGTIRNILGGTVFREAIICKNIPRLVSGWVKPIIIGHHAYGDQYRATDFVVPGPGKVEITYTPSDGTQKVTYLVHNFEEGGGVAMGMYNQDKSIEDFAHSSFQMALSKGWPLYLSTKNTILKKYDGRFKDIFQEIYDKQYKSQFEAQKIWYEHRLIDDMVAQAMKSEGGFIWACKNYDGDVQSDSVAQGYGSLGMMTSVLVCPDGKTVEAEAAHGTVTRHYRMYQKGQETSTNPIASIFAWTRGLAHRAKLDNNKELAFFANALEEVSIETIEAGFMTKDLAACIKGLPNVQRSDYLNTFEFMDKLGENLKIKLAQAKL
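IDH1-R132H (0.5 ug/mL dispensed) in pH 7.5 Tris buffer was preincubated 30 min with compound, then given a substrate mix of 0.016 mM NADPH and 2 mM alpha-KG for 80 min at room temperature; remaining NADPH was read by diaphorase/resazurin fluorescence.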
RGS4 inh: human RGS4 inhibition. Transcreener GDP fluorescence polarization, RGS4-accelerated GTP hydrolysis. actives 0.039% (n = 390,000). AID 504845. P49798. Potency, µM (doses to about 114 µM), for the others: at the highest dose activity change, negative = inhibition, actives largely listed as inhibitors; also: % is scaled to controls: 0 for no effect and ±100 for the full control effect; nearly all actives have a fitted effect of over 75% in size; some results filed as inactive show a strong effect at the top dose
Target sequence (P49798 whole entry, looked up): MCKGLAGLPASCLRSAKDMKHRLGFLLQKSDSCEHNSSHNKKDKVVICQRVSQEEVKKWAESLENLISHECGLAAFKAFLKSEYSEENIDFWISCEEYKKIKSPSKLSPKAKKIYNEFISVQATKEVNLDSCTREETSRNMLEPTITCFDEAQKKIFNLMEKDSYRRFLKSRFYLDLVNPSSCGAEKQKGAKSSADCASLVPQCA
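MLSMR compounds (23 nl, pin-transferred) preincubated 10 min at room temperature with a 500nM (2x) first reagent, then RGS4 at 900nM (2x) plus Transcreener GDP mix added; fluorescence polarization (620/688 nm) read before and after 90 min at 30 °C.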
USP1-UAF1 inh: blocks the human USP1/UAF1 deubiquitinase complex; O94782; recombinant USP1/UAF1, Ub-Rhodamine cleavage fluorescence; Potency, µM (doses to about 57.1 µM), inactives show at the highest dose activity change, negative = inhibition, most hits filed as inhibitors; actives 0.23% (n = 390,000); AID 743255; also: % is scaled to controls: 0 for no effect and ±100 for the full control effect; nearly all actives have a fitted effect of over 60% in size; inactives centre near -12
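USP1/UAF1 complex (1 nM) preincubated 15 min at room temperature with compound, then Ub-Rho substrate (150 nM final) added. Kinetic fluorescence at 480/540 nm over 6 reads at 60 s intervals; 50 mM HEPES pH 7.8, 0.5 mM EDTA, 0.1 mg/ml BSA, 1 mM TCEP, 0.01% Tween-20.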
ALOX12 inh: ALOX12 (human) lipoxygenase inhibition. actives 1.1% (n = 580,000). Potency, µM (titrated, usually from 108 µM), without a hit: at the highest dose activity change, negative = inhibition, usual class: inhibitors. purified 12hLO, xylenol orange hydroperoxide absorbance. P18054; also: % is scaled to controls: 0 for no effect and ±100 for the full control effect
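Hydroperoxide product was detected by ferrous iron/xylenol orange as the 573 to 405 nm absorbance ratio. Arachidonic acid at 40 uM (final) was turned over for 30 min at room temperature by 150 nM human 12hLO, pH 7.0 Hepes buffer, after 15 min compound preincubation.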
Vif-APOBEC3F blk: Vif-A3F binding inhibition; HeLa A3F-eYFP + Vif (tagged APOBEC3F with the HIV-1 protein that degrades it), YFP fluorescence increase; Potency, µM (series often up to 46.1 µM), inactives show at the highest dose activity, negative = active; actives 0.2% (n = 390,000); AID 602313; also: % of control where 0% means no effect; nearly all actives have a fitted effect of over 65% in size
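HeLa cells stably expressing Vif plus C-terminally eYFP-tagged A3F were seeded, incubated overnight at 37 deg C, dosed with compound, incubated overnight again at 37 deg C. Yellow fluorescence (Ex 488/Em 500-530) reported blocked Vif-mediated A3F-eYFP degradation.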
TrxR1 inh: inhibitors of rat thioredoxin reductase 1. recombinant rTrxR1, NADPH fluorescence consumption, selenite substrate. AID 588453. actives 1% (n = 390,000). O89049. Potency, µM (series often up to 114 µM), without a hit: at the highest dose activity change, negative = inhibition, hits mostly inhibitors; also: % is scaled to controls: 0 for no effect and ±100 for the full control effect; nearly all actives have a fitted effect of over 65% in size
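Rat TrxR1 (90 nM in the dispensed reagent) was pre-reduced with 400 uM NADPH for 5 min at room temperature, then incubated with compound for 15 min. After 400 uM selenite was added, NADPH fluorescence (Ex 340/Em 450 nm) was followed for 8 min.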
Vif-APOBEC3G blk: blocks the Vif interaction with human APOBEC3G; Potency, µM (titrated, usually from 46.1 µM), inactives show at the highest dose activity, negative = active, actives largely listed as inhibitors; Q9HC16; HeLa A3G-eYFP + Vif (tagged APOBEC3G with the HIV-1 protein that degrades it), YFP fluorescence, overnight; AID 602310; actives 0.076% (n = 410,000);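 also: % is scaled to controls: 0 for no effect and ±100 for the full control effect; nearly all actives have a fitted effect of over 60% in size; hits raise eYFP signal because A3G escapes Vif-driven loss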
Target sequence (Q9HC16 whole entry, looked up): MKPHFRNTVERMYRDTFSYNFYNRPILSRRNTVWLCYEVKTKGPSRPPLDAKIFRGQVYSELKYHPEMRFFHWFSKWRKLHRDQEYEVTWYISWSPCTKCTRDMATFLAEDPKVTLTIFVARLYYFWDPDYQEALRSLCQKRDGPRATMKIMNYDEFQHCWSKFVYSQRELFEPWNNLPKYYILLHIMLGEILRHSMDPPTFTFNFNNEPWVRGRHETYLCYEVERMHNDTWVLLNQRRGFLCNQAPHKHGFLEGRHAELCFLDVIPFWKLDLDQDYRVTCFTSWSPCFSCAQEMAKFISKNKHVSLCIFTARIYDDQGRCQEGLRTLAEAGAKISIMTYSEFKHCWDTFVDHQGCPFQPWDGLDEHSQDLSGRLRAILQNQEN
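Read-out is eYFP fluorescence (Ex 488/Em 500-530) from Vif-expressing HeLa A3G-eYFP cells; more signal means A3G escaped Vif-mediated degradation. Cells plated overnight, compound pinned in, incubated overnight at 37 deg C.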
TrxR1 substrate: substrates of rat thioredoxin reductase 1 | Potency, µM (titrated, usually from 114 µM), inactives show top-dose activity change, negative = substrate turnover | actives 0.01% (n = 390,000) | purified TrxR1 substrate turnover, NADPH consumption readout; also: % is scaled to controls: 0 for no effect and ±100 for the full control effect; nearly all actives have a fitted effect of over 50% in size
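Rat TrxR1, dispensed at 90 nM, was prereduced with 400 uM NADPH (final) for 5 min at ~22 deg C, then incubated with compound 15 min before 400 uM selenite. A first-read NADPH fluorescence drop versus no-compound background flagged substrates.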
Numbers without * were called inactive; ? = inconclusive; / = not tested or not shown; & = joins results of further samples; [ ] = dose if it differs, or a comment. Calls follow the shape of the dose curve; as a rule, active = well fitted curve in the direction sought with a large enough effect; inconclusive = small, poorly fitted or top-dose-only effect, or another doubt; inactive = no such curve, though single readings can be large; an effect the other way counts as inactive or inconclusive. Potency is read from the fitted curve at half-maximal effect. Some of the compounds tested (hit frequency here may not be typical).

SMILES	TrxR1 substrate	IDH1 R132H inh	TrxR1 inh	ALOX12 inh	RXFP1 ag	USP1-UAF1 inh	RGS4 inh	Vif-APOBEC3G blk	Vif-APOBEC3F blk
COc1ccc(OC)c(CCNC(=O)CCn2c(=O)c3cccn3c3ccc(F)cc32)c1	7%	-13%	18%	0%	0.2%	6%	14%	-8%	-5%
CCC(=O)N1CCc2cc(Br)cc(S(=O)(=O)CCC(=O)N3CCN(c4cc(C)ccc4C)CC3)c21	1%	-3%	28%	-2%	1.2%	1%	16%	-10%	-18%
COc1ccc(NC(=O)CN2CCN(Cc3ccc4c(c3)OCO4)CC2)cc1OC	-1%	-11%	8%	?	1.4%	-8%	19%	0%	2%
Cc1cccnc1NC(=O)c1ccc(Cl)c(S(=O)(=O)N2CCCC2)c1	-1%	-10%	0%	/	0.0%	-9%	14%	1%	-7%
COC(=O)c1ccc(-c2cc(C(=O)O)c3cc4c(cc3n2)OCCO4)cc1	375%[activator][57.1 µM]	1%	68%[activator][57.1 µM]	?	2.9%	-3%	3%	0%	4%
CC(CC(=O)c1ccc(F)cc1)N1CCN(c2ccccc2)CC1 (stereo not drawn)	6%[11.4 µM]	7%	-59%[57.1 µM]	?	/	-13%	-11%	-5%	-1%
Cc1oc(C(C)(C)C)cc1C(=O)N1CCCC1C(=O)O (stereo not drawn)	-8%	4%	-7%	0%	1.0%	-3%	29%	0%	-4%
Cc1cc(OCC(=O)Nc2nccs2)c2c(C)c(C)c(=O)oc2c1	/	-3%	/	-21%	/	3%	/	-2%	-3%
CC(C)[C@H](NC(=O)Nc1cccc(C(F)(F)F)c1)C(=O)O	3%	5%	9%	1%	-0.9%	-6%	32%	1%	-9%
CC(C)(C)OC(=O)C(C(=O)OC(C)(C)C)c1ccc(Cl)nn1	-5%	1%	-6%	-3%	2.3%	-20%	-6%	5%	4%
CC1(C)OC(=O)N(c2cccnc2)C1(C)O (stereo not drawn)	12%[57.1 µM]	-1%	16%[57.1 µM]	342%[activator]	0.5%	4%	-51%	-1%	-25%
CCn1c(SCC(=O)N/N=C/c2ccccc2OCC(=O)O)nnc1-c1ccc(C)cc1	-5%	-15%	-1%	0%	5.4%	-11%	31%	1%	1%
O=C(Nc1cccc(Br)c1)C1CCCC1	-6%	7%	9%	43%[activator]	/	-19%	-6%	0%	-2%
O=C(O)c1ccccc1C(=O)OCC1CCC(=NO)CC1 (stereo not drawn)	/	11%	/	?	/	-23%	/	2%	-1%
COc1cc(OC)c2ccc(=O)oc2c1C(CCN1CCCC(C)C1)c1ccc(N(C)C)cc1 (stereo not drawn)	-6%&6%	9%	-31%&11%	11%	1.2%	-29%	2%&-12%	2%&1%	3%
CCOC(=O)/C(=N\Nc1ccccc1)P(=O)(c1ccccc1)c1ccccc1	-5%[57.1 µM]	0%	-1%[57.1 µM]	0%	-1.2%	-10%	1%	-15%	-4%
N#Cc1ccccc1OCC(=O)Nc1cccc(S(=O)(=O)N2CCCCCC2)c1	-2%	4%	14%	157%[activator]	6.4%	-18%	-22%	2%	-9%
COC1(OC)N=C(NC(=O)Nc2ccccc2)C2(C#N)C(c3ccccc3)C12C#N (stereo not drawn)	-1%[57.1 µM]	-4%	2%[57.1 µM]	/	0.3%	-8%	-47%	0%	1%
Cc1cc2cc(CNC(=O)C(C)Oc3ccccc3)ccc2n1C (stereo not drawn)	7%	5%	23%	-13%	8.6%	-25%	21%	-17%	5%
CCCCS(=O)CC(COc1ccc(Cl)cc1)OC(=O)c1ccccc1 (stereo not drawn)	-5%	4%	-9%	?	0.2%	-23%	-31%	1%	-10%
CC(C)CCn1cnc2c(sc3nc4c(cc32)CSC(C)(C)C4)c1=O	-6%	-10%	-3%	-9%	3.0%	-12%	-6%	0%	-22%
O=[N+]([O-])c1ccc(-c2csc(COc3ccccc3)n2)cc1	/	-10%	/	-1%	/	0%	/	2%	-8%
COC(=O)c1[nH]c2ccc(C)cc2c1NC(=O)CCN1CCN(Cc2ccc3c(c2)OCO3)CC1	32%[activator]	10%	30%	-10%	1.7%	-15%	13%	3%	1%
CC1(C)CC(=O)C=C(NCCc2c[nH]c3ccccc23)C1	-3%	0%	12%[57.1 µM]	?	1.7%	-18%	-2%	0%	3%
COc1ccc(/C=C(\C#N)C(=O)N=CN(C)C)cc1	-12%[57.1 µM]	5%	10%[57.1 µM]	-10%	-0.6%	-4%	-37%	-6%	0%

The last 2 records of the part above come first, to join the parts:
SMILES	TrxR1 substrate	IDH1 R132H inh	TrxR1 inh	ALOX12 inh	RXFP1 ag	USP1-UAF1 inh	RGS4 inh	Vif-APOBEC3G blk	Vif-APOBEC3F blk
CC1(C)CC(=O)C=C(NCCc2c[nH]c3ccccc23)C1	-3%	0%	12%[57.1 µM]	?	1.7%	-18%	-2%	0%	3%
COc1ccc(/C=C(\C#N)C(=O)N=CN(C)C)cc1	-12%[57.1 µM]	5%	10%[57.1 µM]	-10%	-0.6%	-4%	-37%	-6%	0%
COc1ccc(F)cc1S(=O)(=O)NCCc1csc2nc(-c3cccc(C)c3)nn12	-2%[57.1 µM]	5%	17%[57.1 µM]	0%	0.3%	-14%	-21%	3%	1%
CC(C)(C)C(=O)CSc1nnc(-c2cccs2)n1CC1CCCO1 (stereo not drawn)	9%[57.1 µM]	1%	18%[57.1 µM]	?	-0.5%	-10%	-26%	2%	1%
COC(=O)c1cc(Br)c(=O)n(CCN2CCCC2)c1	-6%	-4%	-8%	0%	0.9%	-3%	2%	2%	-4%
Cc1cc(C)cc(SCc2noc(C(=O)NCC3CC3)c2C(=O)NCC2CC2)c1	-8%	2%	21%[57.1 µM]	-3%	/	?	-32%	-6%	0%
COC(=O)c1ccc(CNC(=O)CN2C(=O)NC(Cc3ccccc3)(c3ccccc3)C2=O)cc1 (stereo not drawn)	/	8%	/	-20%	/	-30%	/	-2%	-1%
Cc1cn([C@@H](CCCCN)C(=O)NCCCCCCCCCCC(=O)N2CCNCC2)nn1	4%	-6%	10%	32µM*	0.4%	-29%	-5%	-9%	-6%
O=C(NC1CCCC1)C(c1ccccc1)N(Cc1ccc(F)cc1)C(=O)c1csnn1 (stereo not drawn)	3%	-3%	21%	14%	-1.9%	-25%	-3%	1%	-2%
Cn1c(CC(=O)Nc2ccccc2C(F)(F)F)c(Sc2ccccc2)c2ccccc21	-6%	-2%	0%	6%	1.0%	-14%	12%	0%	0%
CCOC(=O)CCNC(=O)N1CCCC(C(=O)c2cccc(Cl)c2)C1 (stereo not drawn)	-2%	-6%	1%	-9%	-0.9%	3%	9%	0%	-3%
Cc1ccsc1/C=N/NC(=O)CC(=O)NCC(C)C	-8%	8%	-5%	4%	0.9%	-22%	-4%	4%	0%
CN(CCc1ccccn1)C(=O)CCC1CCCN(C(=O)c2c(F)ccc(F)c2F)C1 (stereo not drawn)	5%	-2%	11%	0%	-0.7%	-20%	12%	-3%	-11%
COc1ccccc1CNC(=O)CSc1ccc(-c2cccc([N+](=O)[O-])c2)nn1	7%[57.1 µM]	1%	26%[57.1 µM]	2%	12%	-9%	-18%	0%	2%
O=C(CSc1cccc[n+]1[O-])c1ccc(Cl)s1	-8%	8%	-11%[57.1 µM]	-14%	6.1%	?	12%	2%	-2%
O=C(c1ccc2oc(CCCc3ccccc3)nc2c1)N1CCCC(CCCO)C1 (stereo not drawn)	8%	18%	13%	8%	0.3%	-19%	-8%	2%	3%

Single entries from above:
CN(CCc1ccccn1)C(=O)CCC1CCCN(C(=O)c2c(F)ccc(F)c2F)C1 (stereo not drawn) in TrxR1 substrate shows 5%
CC(C)(C)C(=O)CSc1nnc(-c2cccs2)n1CC1CCCO1 (stereo not drawn) in USP1-UAF1 inh shows -10%
CCOC(=O)CCNC(=O)N1CCCC(C(=O)c2cccc(Cl)c2)C1 (stereo not drawn) in RGS4 inh shows 9%

Arranged by SMILES length (smallest number first): part of the list above
SMILES	TrxR1 substrate	IDH1 R132H inh	TrxR1 inh	ALOX12 inh	RXFP1 ag	USP1-UAF1 inh	RGS4 inh	Vif-APOBEC3G blk	Vif-APOBEC3F blk
Cc1cc(OCC(=O)Nc2nccs2)c2c(C)c(C)c(=O)oc2c1	/	-3%	/	-21%	/	3%	/	-2%	-3%
Cn1c(CC(=O)Nc2ccccc2C(F)(F)F)c(Sc2ccccc2)c2ccccc21	-6%	-2%	0%	6%	1.0%	-14%	12%	0%	0%
COc1ccc(OC)c(CCNC(=O)CCn2c(=O)c3cccn3c3ccc(F)cc32)c1	7%	-13%	18%	0%	0.2%	6%	14%	-8%	-5%

Source: PubChem
